Screening data from PubChem BioAssay.
mHTT-CaM PPI inh: disrupts binding of mutant huntingtin to calmodulin; P42858; AlphaScreen His-mHTT/GST-CaM binding, luminescence; inhibition, % at 15 µM; hit rate 3.6% among 190,000;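 further: 0% = both proteins with DMSO and 100% = one protein alone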
Target sequence (P42858 whole entry, looked up, stated change not applied): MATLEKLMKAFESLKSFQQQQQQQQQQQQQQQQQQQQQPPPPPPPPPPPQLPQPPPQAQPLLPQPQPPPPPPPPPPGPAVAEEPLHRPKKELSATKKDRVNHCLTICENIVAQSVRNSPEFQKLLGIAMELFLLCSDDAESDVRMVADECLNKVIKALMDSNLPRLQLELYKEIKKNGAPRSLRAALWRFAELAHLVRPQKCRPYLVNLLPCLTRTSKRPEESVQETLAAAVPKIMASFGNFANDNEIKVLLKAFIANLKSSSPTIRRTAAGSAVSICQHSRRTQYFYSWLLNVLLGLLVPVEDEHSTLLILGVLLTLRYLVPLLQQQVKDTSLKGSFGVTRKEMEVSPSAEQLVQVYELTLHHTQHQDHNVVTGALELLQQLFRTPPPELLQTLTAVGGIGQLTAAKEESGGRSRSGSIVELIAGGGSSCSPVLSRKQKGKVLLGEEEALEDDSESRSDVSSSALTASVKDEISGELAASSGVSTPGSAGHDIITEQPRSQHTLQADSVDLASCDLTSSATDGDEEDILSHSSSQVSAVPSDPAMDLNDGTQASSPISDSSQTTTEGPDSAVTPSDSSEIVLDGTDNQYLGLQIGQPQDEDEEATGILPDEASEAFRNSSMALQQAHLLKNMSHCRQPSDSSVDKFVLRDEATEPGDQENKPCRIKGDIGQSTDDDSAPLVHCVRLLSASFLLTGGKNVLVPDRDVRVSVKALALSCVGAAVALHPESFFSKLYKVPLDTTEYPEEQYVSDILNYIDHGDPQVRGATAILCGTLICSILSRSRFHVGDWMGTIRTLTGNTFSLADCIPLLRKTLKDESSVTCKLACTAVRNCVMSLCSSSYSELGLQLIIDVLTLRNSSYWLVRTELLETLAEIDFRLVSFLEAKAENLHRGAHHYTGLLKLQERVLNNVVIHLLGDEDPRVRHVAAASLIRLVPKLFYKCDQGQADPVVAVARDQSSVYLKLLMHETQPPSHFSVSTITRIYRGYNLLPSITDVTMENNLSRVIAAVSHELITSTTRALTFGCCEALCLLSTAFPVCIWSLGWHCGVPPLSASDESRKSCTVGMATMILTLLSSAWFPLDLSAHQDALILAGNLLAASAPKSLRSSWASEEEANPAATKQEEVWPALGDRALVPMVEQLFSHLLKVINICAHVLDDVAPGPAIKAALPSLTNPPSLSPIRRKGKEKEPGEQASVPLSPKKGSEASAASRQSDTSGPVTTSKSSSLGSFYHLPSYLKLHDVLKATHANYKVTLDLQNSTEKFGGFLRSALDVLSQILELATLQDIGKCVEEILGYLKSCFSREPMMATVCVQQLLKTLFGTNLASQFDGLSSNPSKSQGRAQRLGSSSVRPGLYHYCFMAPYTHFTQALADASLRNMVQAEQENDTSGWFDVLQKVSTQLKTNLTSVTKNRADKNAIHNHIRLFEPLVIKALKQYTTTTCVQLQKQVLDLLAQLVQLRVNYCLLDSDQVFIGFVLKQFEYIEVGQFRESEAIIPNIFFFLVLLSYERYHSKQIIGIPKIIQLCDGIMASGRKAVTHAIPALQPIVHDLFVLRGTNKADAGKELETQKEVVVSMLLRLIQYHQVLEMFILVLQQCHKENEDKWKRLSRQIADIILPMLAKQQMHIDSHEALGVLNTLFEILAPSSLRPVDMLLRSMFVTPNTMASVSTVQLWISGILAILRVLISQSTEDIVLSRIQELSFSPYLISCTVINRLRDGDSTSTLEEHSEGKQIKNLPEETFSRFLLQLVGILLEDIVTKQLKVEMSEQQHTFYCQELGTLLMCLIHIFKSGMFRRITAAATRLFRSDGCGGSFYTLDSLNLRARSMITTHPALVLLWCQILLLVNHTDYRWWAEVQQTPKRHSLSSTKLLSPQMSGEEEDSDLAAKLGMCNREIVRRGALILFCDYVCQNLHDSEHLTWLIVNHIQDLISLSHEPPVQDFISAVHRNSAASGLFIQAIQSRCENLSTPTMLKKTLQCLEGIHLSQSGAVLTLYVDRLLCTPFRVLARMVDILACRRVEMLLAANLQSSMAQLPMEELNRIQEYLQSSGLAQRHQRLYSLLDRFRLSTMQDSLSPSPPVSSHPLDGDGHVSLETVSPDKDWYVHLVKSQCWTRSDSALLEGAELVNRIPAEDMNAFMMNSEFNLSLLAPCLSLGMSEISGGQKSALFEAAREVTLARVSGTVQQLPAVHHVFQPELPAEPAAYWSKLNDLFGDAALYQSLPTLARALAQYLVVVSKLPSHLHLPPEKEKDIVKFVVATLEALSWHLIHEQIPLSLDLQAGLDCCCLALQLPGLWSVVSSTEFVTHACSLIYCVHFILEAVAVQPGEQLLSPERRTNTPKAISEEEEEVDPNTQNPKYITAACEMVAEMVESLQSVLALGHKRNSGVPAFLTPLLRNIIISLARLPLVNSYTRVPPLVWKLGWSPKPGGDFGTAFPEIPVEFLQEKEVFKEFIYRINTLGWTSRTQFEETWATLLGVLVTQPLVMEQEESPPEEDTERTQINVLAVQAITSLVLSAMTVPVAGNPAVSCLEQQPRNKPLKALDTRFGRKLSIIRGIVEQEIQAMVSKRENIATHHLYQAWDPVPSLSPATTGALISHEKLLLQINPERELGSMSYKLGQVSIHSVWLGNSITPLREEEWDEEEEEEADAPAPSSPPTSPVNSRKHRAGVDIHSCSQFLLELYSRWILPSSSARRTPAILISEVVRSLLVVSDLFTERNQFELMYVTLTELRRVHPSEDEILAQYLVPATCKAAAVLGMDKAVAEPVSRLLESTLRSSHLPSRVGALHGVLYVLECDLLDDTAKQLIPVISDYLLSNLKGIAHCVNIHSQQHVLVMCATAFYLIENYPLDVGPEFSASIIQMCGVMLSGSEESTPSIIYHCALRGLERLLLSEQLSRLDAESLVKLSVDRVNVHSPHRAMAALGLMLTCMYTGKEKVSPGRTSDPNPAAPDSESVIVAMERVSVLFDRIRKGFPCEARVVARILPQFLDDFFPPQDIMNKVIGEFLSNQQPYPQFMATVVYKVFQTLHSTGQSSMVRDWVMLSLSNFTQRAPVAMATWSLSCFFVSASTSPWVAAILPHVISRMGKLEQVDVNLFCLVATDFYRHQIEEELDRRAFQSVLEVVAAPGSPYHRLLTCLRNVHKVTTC
Pf apPOL block: Pf-apPOL DNA polymerase inhibition. hit rate 0.25% among 210,000. inhibition, % at 10 µM. Recombinant Pf-apPOL, molecular beacon fluorescence, 1.5 h
Starred values were filed as active, the others as inactive; . = not tested or not shown; & = joins results of further samples. No stated cut-off is given here; in the data, active means inhibition above about 50%; inactive means the rest. An excerpt, so the mix of outcomes need not match the whole.

[1] COc1ccccc1-c1onc(C)c1C(=O)NCc1cccc(C)c1
[2] O=C(c1ccc([N+](=O)[O-])o1)N1CCOCC1
[3] O=C(CCSc1nnc2scc(-c3ccccc3)n12)NCCc1ccccc1
[4] Cc1ccc(C(=O)N2CCC(COc3ccc(C(=O)NC(C)C)cc3)CC2)cc1
[5] CC(C)N(C)C(=O)c1ccccc1N1CCC(NC(=O)Nc2ccccc2)CC1
[6] CC(C)CN(CC(C)C)C(=O)c1c[nH]c2ccc(S(=O)(=O)Nc3ccccc3F)cc2c1=O
Assay by compound | 1 | 2 | 3 | 4 | 5 | 6
mHTT-CaM PPI inh | -8.6 | -7.9 | -5.5 | 20.1 | -0.4 | 11.0
Pf apPOL block | 5.0 | -9.8&-3.1 | -5.8 | -0.4 | -2.8 | -11.2

[7] Cc1ccccc1CNC(=O)C1(C)CCCN(C(=O)c2c(F)cccc2F)C1 (stereo unspecified)
[8] O=c1nc2s/c(=C\c3cccc(Br)c3)c(=O)n2nc1Cc1ccccc1
[9] CCCc1nc2cccnc2n1C1CCN(C(=O)c2ccnn2CC)C1 (stereo unspecified)
[10] O=C(CN1CCC(c2nc(-c3ccc(F)cc3)no2)CC1)Nc1ccccc1Cl
[11] COc1cc(/C=C2/C(=O)N(c3cccc(Br)c3)N=C2C)ccc1OC(C)C
[12] CCn1ncc2ccc(C(N)=O)cc21
Assay by compound | 7 | 8 | 9 | 10 | 11 | 12
mHTT-CaM PPI inh | -11.2 | 0.0 | -2.7 | 1.8 | 18.0 | 2.1
Pf apPOL block | -2.0 | -2.4 | -3.4 | -1.6 | -0.2 | -6.7

[13] O=C(Nc1ccc(/C=C/C(=O)c2cccs2)cc1)c1ccc(Br)cc1
[14] CCC(=O)NCc1nc2c(n1CC)CN(C(=O)c1ccc(C(F)(F)F)cc1)CC2
[15] CC(=O)NCC(=O)N(c1ccccc1)C1(C(=O)Nc2c(C)cccc2C)CCCCC1
[16] Cc1nn(CCCC(=O)Nc2cccnc2)c(C)c1[N+](=O)[O-]
[17] Cc1cc2n(n1)CCC(=O)N2CCCC(=O)NCc1ccco1
[18] O=C(Nc1nnc(COc2ccccc2)o1)c1ccccn1
Assay by compound | 13 | 14 | 15 | 16 | 17 | 18
mHTT-CaM PPI inh | 14.7 | 2.8 | 4.0 | 1.0 | -3.0 | 0.1
Pf apPOL block | -8.5 | -3.0 | -7.7 | -4.6 | -0.4 | -9.2

[19] Cc1ccc(Nc2ccc(NC(=O)C3CCCO3)cc2)nn1 (stereo unspecified)
[20] CCN1CCN(C(=O)c2cn3c(n2)CCC(c2ccccc2C)C3)CC1 (stereo unspecified)
[21] O=C(Nc1cccc(Cl)c1F)N1CCc2nc3cc[nH]n3c(=O)c2C1
[22] Cc1ccc(CNC(=O)CN2CCN(C(=O)Nc3ccccc3)CC2=O)cc1
[23] CNC(=O)Nc1ccc2nc(C)oc2c1
[24] O=C(NCc1cccs1)c1cnn2c3c(cnc12)CCCCCC3
Assay by compound | 19 | 20 | 21 | 22 | 23 | 24
mHTT-CaM PPI inh | -8.5 | 4.4 | -0.9 | -8.4 | . | 1.4
Pf apPOL block | -8.5 | -1.7 | -1.4 | -2.5 | -10.0 | 3.8

[25] NC(=NOC(=O)c1c(F)cccc1F)c1ccc(Cl)cc1
[26] CCOC1=NN(c2ccc([N+](=O)[O-])cc2)C(=O)/C1=C/c1cc(OC)ccc1O
[27] C=CC1=C(C)c2cc3[nH]c(cc4nc(cc5[nH]c(cc1n2)c(C)c5CCC(=O)O)C(CCC(=O)O)=C4C)c(C)c3C=C
[28] Cc1oc(C2CCN(S(=O)(=O)CCc3ccccc3)CC2)nc1C(=O)N1CCOCC1
[29] Cc1ccc2c(c1)N(C(=O)NCc1ccccc1)CCO2
[30] O=C1c2ccccc2C(=O)N1CN(C(=O)C(F)(F)F)c1ccc(Br)cc1
Assay by compound | 25 | 26 | 27 | 28 | 29 | 30
mHTT-CaM PPI inh | . | 29.0 | . | 1.5 | -1.5 | -1.0
Pf apPOL block | 3.5 | 0.6 | 15.3 | -4.1 | -2.3 | 2.0

[31] CCCC(=O)N1CCCC(C(=O)N2CCOCC2)C1 (stereo unspecified)
[32] N#Cc1nc(-c2ccco2)oc1N1CCN(C(=O)c2ccccc2F)CC1
[33] NNC(=O)c1cnn(-c2ccc(Cl)cc2)c1C(F)(F)F
[34] COc1ccccc1Nc1c([N+](=O)[O-])c(=O)oc2ccccc12
[35] O=C(NC1CCN(C(=O)c2cccs2)CC1)c1ccccc1
[36] O=C(NCCOc1cc(N2CCOCC2)ncn1)NC1CCCCC1
Assay by compound | 31 | 32 | 33 | 34 | 35 | 36
mHTT-CaM PPI inh | -4.5 | -5.8 | . | 10.0 | . | -2.4
Pf apPOL block | -2.9 | -5.1 | 8.7 | 1.6 | -2.3 | -7.3

An excerpt of these results, field by field:
[31] CCCC(=O)N1CCCC(C(=O)N2CCOCC2)C1 (stereo unspecified)
  mHTT-CaM PPI inh: -4.5
  Pf apPOL block: -2.9
[33] NNC(=O)c1cnn(-c2ccc(Cl)cc2)c1C(F)(F)F
  mHTT-CaM PPI inh: .
  Pf apPOL block: 8.7
[35] O=C(NC1CCN(C(=O)c2cccs2)CC1)c1ccccc1
  mHTT-CaM PPI inh: .
  Pf apPOL block: -2.3

Carrying on.
[37] Cc1nc(S(=O)(=O)N(C)Cc2ccccc2)c(C#N)c(C)c1Cl
[38] CSc1cccc(NC(=O)N2CC(c3nc(C)no3)C3(CCOCC3)C2)c1 (stereo unspecified)
[39] CC(C)C[C@H]1COc2cc(N3CCSCC3)ccc2S(=O)(=O)N1
[40] O=C(CSc1nc(O)c(Cc2ccccc2)c(=O)[nH]1)Nc1nc2c(s1)CCCC2
[41] Cc1ccccc1NC(=O)C1(N(C(=O)Cn2nnnc2N)c2ccccc2)CCCCC1
[42] O=C(NCc1cccc(Cl)c1)c1ccc(NC(=O)C2CC2)cc1N1CCCCC1
Assay by compound | 37 | 38 | 39 | 40 | 41 | 42
mHTT-CaM PPI inh | -7.0 | -0.3 | -12.3&-3.0 | 7.4 | -1.0 | -5.3
Pf apPOL block | -5.9 | -1.9 | -6.6&-9.7 | -7.0 | -1.3 | -0.6

[43] Cc1ccc2oc(-c3ccc(NC(=O)c4ccc([N+](=O)[O-])c(C)c4)cc3O)nc2c1
[44] Cc1cccc(CN2CCN(C3CCN(C(=O)Nc4ccc5c(c4)OCO5)CC3)C2=O)c1
[45] Cc1cccc(NC(=O)NCCC2CCN(C(=O)NC3CCCCC3)CC2)c1
[46] Cn1c(N2CCN(C3c4ccccc4-c4ccccc43)CC2)nc2ccccc21
[47] CC1CCN(c2nnc(-c3nc(C4CC4)no3)c3ccccc23)CC1
[48] Cc1ccnc(NC(=O)c2cccc(S(=O)(=O)N3CCOCC3)c2)c1
Assay by compound | 43 | 44 | 45 | 46 | 47 | 48
mHTT-CaM PPI inh | 3.0 | 19.1 | -13.8 | -0.8 | 26.0 | -6.0
Pf apPOL block | -6.0 | -0.1 | -6.4 | -11.0 | -3.7 | -79.7

[49] NC(=O)c1ccccc1-c1ccccc1C(=O)O
[50] CC(C)(C)c1ccc(-c2noc(CSc3n[nH]c(=O)n3Cc3ccco3)n2)cc1
[51] COc1cccc(NC(=O)c2ccc3c(c2)C(=O)N(CC(C)C)C3=O)c1
[52] Cc1cc(C)cc(N2CC(C(=O)N3CCOCC3)CC2=O)c1 (stereo unspecified)
[53] COc1ccc(Cl)cc1NC(=O)C1CCCN(c2cc(=O)n(C)c(=O)n2C)C1 (stereo unspecified)
[54] CCN(CCCNC(=O)C1CC(=O)N(Cc2ccc(OC)cc2)C1)c1cccc(C)c1 (stereo unspecified)
Assay by compound | 49 | 50 | 51 | 52 | 53 | 54
mHTT-CaM PPI inh | -4.0 | . | -2.3 | 0.8 | 36.8 | 36.6
Pf apPOL block | -3.0 | -6.3 | -4.8 | -0.4 | -2.1 | -5.5

[55] CCCCc1ccc(NC(=O)Cn2c(C)nc3c(c2=O)CCN(Cc2ccccc2)C3)cc1
[56] c1ccc(-c2noc(-c3cccs3)n2)cc1
[57] O=S(=O)(c1cc(Cl)ccc1Cl)N1CCN(C23CC4CC(CC(C4)C2)C3)CC1
[58] CCC(=O)N(CC)CC1CC(c2ccc(Cl)c(Cl)c2)=NO1 (stereo unspecified)
[59] O=C(C1CCC(c2ccccc2)N(C(=O)C2CCCC2)C1)N1CCOCC1 (stereo unspecified)
[60] COc1ccc(OCc2noc(CNC(=O)CN3C(=O)CCC3=O)n2)cc1
Assay by compound | 55 | 56 | 57 | 58 | 59 | 60
mHTT-CaM PPI inh | -10.5 | -31.7 | -1.0&1.0 | 38.4 | 0.4 | -14.4
Pf apPOL block | -4.5 | 1.2 | -8.0 | -6.2 | -6.1 | -4.2

[61] CCOc1ccc(-c2cn(-c3cccc(Br)c3)c(=O)[nH]2)cc1Cl
[62] N#Cc1ccc(C=NNc2nc(-c3ccc4c(c3)OCCO4)cs2)cc1
[63] CC(C)(C)NC(=O)NCCCS(=O)(=O)N1CCN(c2ccccc2)CC1
[64] CN(Cc1ccc(-n2cccn2)cc1)C(=O)c1cnn2c1NC(c1ccco1)CC2C(F)(F)F (stereo unspecified)
[65] Cc1ccc(NS(=O)(=O)c2cc(S(=O)(=O)c3ccccc3)ccc2C)cc1
[66] S=C(NN=C1CCCCCC1)Nc1cccc(Cl)c1
Assay by compound | 61 | 62 | 63 | 64 | 65 | 66
mHTT-CaM PPI inh | 18.0 | . | -6.0 | 7.0 | 22.4 | .
Pf apPOL block | -4.4 | -24.5 | -0.1 | -6.5 | -7.4 | -320.6

[67] O=C(CCCn1c(=S)[nH]c2cc3c(cc2c1=O)OCO3)NCCC1=CCCCC1
[68] CC(=O)OCC1OC(Oc2ccc(C(=O)Cc3ccc(OC(C)C)cc3)c(O)c2)C(OC(C)=O)C(OC(C)=O)C1OC(C)=O (stereo unspecified)
[69] Cc1cc(C)n2nc(SCc3cc(=O)n4cc(Br)ccc4n3)nc2n1
[70] O=C(NC1(c2nc(-c3ccncc3)no2)CCCCC1)c1ccccn1
[71] O=C(Nc1ccc(F)cc1)C1CCN(c2ccccc2Br)C1=O (stereo unspecified)
[72] CCOc1ccc(NC(=O)CN2C(=O)C(=O)c3ccccc32)cc1
Assay by compound | 67 | 68 | 69 | 70 | 71 | 72
mHTT-CaM PPI inh | 8.4 | 3.6 | 32.0 | 5.6 | 0.9 | 8.0
Pf apPOL block | -1.1 | 3.8 | -8.9 | -1.1 | -0.9 | 1.4

[73] Cc1ccc(-n2c(SCC(=O)NCc3ccccc3)nc3c(c2=O)SCC3)cc1
[74] CC1=NN(S(=O)(=O)c2cnn(C)c2)C(O)(C(F)(F)F)C1 (stereo unspecified)
[75] CCOc1ccc(NC(=O)Nc2nnc(-c3cccc(F)c3)s2)cc1
[76] CC1CCN(c2ncc3c(n2)CCN(Cc2ccccc2Cl)C3)CC1
[77] COc1cccc2c1NC(c1ccc(F)cc1)C1CC=CC21 (stereo unspecified)
[78] COc1cccc(CNC(=O)c2oc(=O)c3ccccc3c2-c2ccccc2)c1
Assay by compound | 73 | 74 | 75 | 76 | 77 | 78
mHTT-CaM PPI inh | -1.0 | -7.4 | 2.7 | -2.0 | 79.0* | -12.0
Pf apPOL block | -6.4 | . | -10.7 | -2.6 | -2.0 | 1.3

[79] O=C(O)c1ccc(NC(CSCc2c(F)cccc2Cl)C(=O)O)c([N+](=O)[O-])c1 (stereo unspecified)
[80] CCOc1ccc(C2Oc3c(cc(Br)cc3OC)C=C2[N+](=O)[O-])cc1OC (stereo unspecified)
[81] CSc1n[nH]c(N)c1-c1ccccn1
[82] CC(=O)c1cccc(N2C(=O)C3C4CC(C(Br)C4Br)C3C2=O)c1 (stereo unspecified)
[83] CCn1c(-c2cc(NC(=O)COC)n[nH]2)cc2ccccc21
[84] Cc1ccc(C(=O)NC2CCC(NC(=O)c3ccc(C)o3)CC2)o1 (stereo unspecified)
Assay by compound | 79 | 80 | 81 | 82 | 83 | 84
mHTT-CaM PPI inh | -1.0 | 38.0 | . | 1.0 | 5.0 | -2.9
Pf apPOL block | -0.5 | -9.1 | 0.0 | 8.8 | 1.0 | -2.6

Record cards, as listed above. Order of values: mHTT-CaM PPI inh, Pf apPOL block
`CSc1n[nH]c(N)c1-c1ccccn1` is listed as ., 0.0
`O=C(O)c1ccc(NC(CSCc2c(F)cccc2Cl)C(=O)O)c([N+](=O)[O-])c1` (stereo unspecified) is listed as -1.0, -0.5

(cont.)
[85] C=CCOc1nc(NC(C)C)nc(NC(C)C)n1
[86] COc1ccc(-n2nc3c(c2NC(=O)C2CCCC2)CSC3)cc1
[87] CC(C)NC(=O)c1ccc(OCC2CCN(C(=O)c3ccc(F)c(Cl)c3)CC2)cc1
[88] Cc1cc(F)ccc1NC(=O)c1nc(C(C)C)oc1C
[89] Cc1ccc(S(=O)(=O)N2CC3CN(C(=O)CSc4ccncc4)CC(C2)O3)cc1
[90] CC1(C)CC(=O)C2=C(C1)Nc1ccccc1NC2c1ccccn1 (stereo unspecified)
Assay by compound | 85 | 86 | 87 | 88 | 89 | 90
mHTT-CaM PPI inh | -17.0 | 30.0 | 43.5 | -11.8 | 2.0 | 9.0
Pf apPOL block | -4.0 | -7.7 | 1.0 | 2.4 | -9.3 | 3.5

[91] COc1ccccc1C(=O)N1CC2CC1CC2NS(C)(=O)=O (stereo unspecified)
[92] Cc1ccccc1C(=O)N=C1NC(=O)C(C)S1 (stereo unspecified)
[93] Cc1cccc(NS(=O)(=O)c2cccc(C(=O)Nc3ccc([N+](=O)[O-])cc3)c2)c1
[94] Cc1oc(C2CCN(C(=O)c3ccncc3)CC2)nc1C(=O)N1CCSCC1
[95] O=C(NCc1ccccc1)c1cccc(C2CCCN(C(=O)c3ccccc3)C2)c1 (stereo unspecified)
[96] Cc1onc(-c2ccccc2Cl)c1C(=O)NNC(=O)c1cc2c(s1)-c1ccccc1CC2
Assay by compound | 91 | 92 | 93 | 94 | 95 | 96
mHTT-CaM PPI inh | -5.0 | 2.5 | 12.6 | -4.6 | 8.5 | .
Pf apPOL block | 2.2 | -2.1 | -6.8 | -3.2 | -1.3 | -2.9
